# Screening data: PubChem, National Center for Advancing Translational Sciences (NCATS)
# Sm TGR block = qHTS Assay for the Inhibitors of Schistosoma Mansoni Peroxiredoxins; AID 485364, 2010; purified TGR, DTNB reduction, TNB absorbance 405 nm; Schistosoma mansoni thioredoxin glutathione reductase (TGR), Q962Y6; actives 3% (n = 360,000); Potency, µM (doses to about 114 µM), for inactives: top-dose activity change, negative = inhibition, most hits filed as inhibitors; further: potency means the concentration at half of the fitted maximal effect; nearly all actives have a fitted effect of over 60% in size
#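 Kinetic colorimetric format: TGR-catalysed, NADPH-driven DTNB reduction monitored via TNB absorbance. Enzyme dispensed at 20 nM; compound exposure 15 min at room temperature before reaction start.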
# AMA1-RON2 inh = qHTS for Inhibitors of AMA1-RON; Towards Development of Antimalarial Drug Lead: Primary Screen. actives 0.2% (n = 360,000). AlphaScreen AMA1-biotinylated RON2 peptide binding. Plasmodium falciparum AMA1 (3D7) - RON2 peptide interaction. Potency, µM (series often up to 58.2 µM), inactives show at the top dose activity change, negative = inhibition, actives largely listed as inhibitors;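 further: potency means the concentration at half of the fitted maximal effect; 0% = vehicle wells and -100% = peptide control; nearly all actives have a fitted effect of over 45% in size; some results filed as inactive show a strong effect at the top dose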
#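 AMA1 (3D7) with his tag at 25 nM final met compounds first, then biotinylated RON2 peptide at 25 nM; detection used donor plus acceptor beads, 10 µg/mL apiece, read by AlphaScreen after 30 min at room temperature.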
# HCV inhibitor = qHTS Assay for Inhibitors of Hepatitis C Virus (HCV) | Potency, µM (series often up to 41.8 µM), for the others: at the top dose activity change, negative = inhibition, usual class: inhibitors | actives 3.4% (n = 340,000) | Huh7.5.1 HCVcc-Cre infection, luciferase reporter, 44 h; further: potency means the concentration at half of the fitted maximal effect
#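 HCVcc-Cre virus at an moi near 0.5 was added right after compound to cells cultured 4 h from seeding (1,000 cells/well). Luciferase activity was determined 44 h later, 15 min after substrate addition at RT.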
# AmpC detergent = qHTS Inhibitors of AmpC Beta-Lactamase (assay with detergent) | Potency, µM (top dose mostly 114 µM), for the others: at the highest dose activity change, negative = inhibition, usual class: inhibitors | actives 0.041% (n = 370,000) | AmpC hydrolysis of nitrocefin, absorbance 480 nm, 0.01% Triton;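 further: potency means the concentration at half of the fitted maximal effect; 0% = no-compound wells and -100% = no-enzyme wells; nearly all actives have a fitted effect of over 25% in size; some results filed as inactive show a strong effect at the top dose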
# Target sequence (P00811 whole entry, looked up): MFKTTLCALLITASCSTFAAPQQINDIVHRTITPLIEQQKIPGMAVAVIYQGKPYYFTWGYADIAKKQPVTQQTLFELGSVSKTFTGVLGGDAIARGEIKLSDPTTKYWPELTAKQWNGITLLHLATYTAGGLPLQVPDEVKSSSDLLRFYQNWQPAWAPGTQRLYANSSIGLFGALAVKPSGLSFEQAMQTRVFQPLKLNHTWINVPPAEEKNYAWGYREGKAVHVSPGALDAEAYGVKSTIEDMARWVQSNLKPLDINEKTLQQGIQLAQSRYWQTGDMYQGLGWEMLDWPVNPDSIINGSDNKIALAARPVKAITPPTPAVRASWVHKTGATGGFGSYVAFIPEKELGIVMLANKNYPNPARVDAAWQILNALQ
#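 AmpC (5.3 nM in the dispensed reagent) in 20 mM phosphate pH 7.0 with 0.01% (detergent screen) or 0.0001% Triton X-100 was preincubated with compounds for 15 min at room temperature. Nitrocefin was then added from an 800 uM solution, and hydrolysis was followed at 480 nm.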
# Giardia FBPA inh = qHTS Assay for Inhibitors of Fructose-1,6-bisphosphate Aldolase from Giardia Lamblia | A8B2U2 | purified Giardia FBPA | Potency, µM (top dose mostly 59.6 µM), for the others: at the highest dose activity, negative = inhibition, hits mostly inhibitors | actives 0.71% (n = 290,000); further: potency means the concentration at half of the fitted maximal effect; nearly all actives have a fitted effect of over 55% in size
# Target sequence (A8B2U2 whole entry, looked up): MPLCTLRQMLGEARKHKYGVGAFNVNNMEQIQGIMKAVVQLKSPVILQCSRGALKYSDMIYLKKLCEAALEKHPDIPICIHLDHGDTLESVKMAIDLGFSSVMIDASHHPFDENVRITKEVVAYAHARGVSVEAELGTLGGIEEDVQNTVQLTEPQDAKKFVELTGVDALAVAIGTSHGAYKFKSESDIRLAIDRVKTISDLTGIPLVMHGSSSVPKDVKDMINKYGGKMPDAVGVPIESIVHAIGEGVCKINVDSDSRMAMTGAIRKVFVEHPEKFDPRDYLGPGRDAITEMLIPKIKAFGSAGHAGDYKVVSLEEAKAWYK
#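 40 nM FBPA preincubated 10 min at RT with compound (up to 57.5 uM final), then substrate plus GAPDH/TPI/NAD/arsenate coupling and diaphorase/resazurin added. Fluorescence read after 20 min at RT, 525/598 nm.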
# HCMV inh = qHTS Assay for inhibitors of the human cytomegalovirus (HCMV). HFF cells, HCMV-luciferase reporter, 72 h; hits give low values. activity change, negative = inhibition, % at 57.5 µM. actives 4.5% (n = 410,000). AID 1259415, 2018; in the data active means activity change below about -60%; inconclusive means no clear call, values can overlap the other calls; inactive means above about -39%
#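 Human foreskin fibroblasts infected with luciferase-reporter HCMV at MOI 1 PFU/cell, compounds at two doses. Luciferase measured 72 h post infection; normalized to buffer-only basal and Salinomycin (10uM) controls.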
# Starred values were filed as active, the others as inactive; u = inconclusive; x = not tested or not shown; [ ] = another dose, or the depositor's remark. Unless noted, the call rests on the fitted dose curve; in most records, active means well fitted curve in the direction sought with a large enough effect; inconclusive means small, poorly fitted or top-dose-only effect, or another doubt; inactive means no such curve, though single readings can be large; an effect the other way counts as inactive or inconclusive. Unless noted, on the % scale 0 is the no-effect control and ±100 the full control effect.
SMILES	HCV inhibitor	Giardia FBPA inh	AmpC detergent	Sm TGR block	AMA1-RON2 inh	HCMV inh
O=C1CC=C2C3CC4N(CCC45c4cc(O)c(O)cc4N1C25)CC3=CCBr (configuration not stated)	-1%	x	x	x	u	-22
CC1CCN(C(=O)C2CCN(S(=O)(=O)N3CCC4(CC3)OCCO4)CC2)CC1	10%	1%	4%	u	5%	-16
CCN1C(=O)CC(c2ccco2)Sc2ccccc21 (configuration not stated)	5%	5%	0%	25µM*	-2%	95
Cc1cc(C)nc(NC(=NCCc2c[nH]c3ccccc23)NC(=O)c2ccco2)n1	u	-3%	-6%	1%	8%	-18
CC1(C)CC(=O)C2=C(C1)N(c1ccccc1)C(N)=C(C#N)C2c1ccccc1 (configuration not stated)	4%	-10%	u	-16%	95%[activator]	-25
Cn1nc(-c2ccc(Cl)cc2)c2cc(C(=O)N3CCN(C(=O)c4ccco4)CC3)sc21	8%	-4%	u	-9%	-1%	31
Cn1nnnc1SCC(=O)c1ccc2c(c1)OCCO2	u	7%	10%	6%	-10%	17
Cc1sc(/N=C/c2c(O)ccc3ccccc23)c(C#N)c1C	x	-1%	-2%	-7%	x	x
Cc1ccc(S(=O)(=O)/N=C(/Nc2ccc([N+](=O)[O-])cc2)c2ccccc2)cc1	-5%	6%	-8%	-10%	5%	5
Cc1ccc(S(=O)(=O)N2CCN(S(=O)(=O)N3CCOCC3)CC2)cc1	8%	5%	u	0%	-3%	-14

# Whole records as entered above. Order of screens: HCV inhibitor	Giardia FBPA inh	AmpC detergent	Sm TGR block	AMA1-RON2 inh	HCMV inh
# Entry for CC1(C)CC(=O)C2=C(C1)N(c1ccccc1)C(N)=C(C#N)C2c1ccccc1 (configuration not stated) : 4%	-10%	u	-16%	95%[activator]	-25
# Entry for Cc1ccc(S(=O)(=O)N2CCN(S(=O)(=O)N3CCOCC3)CC2)cc1 : 8%	5%	u	0%	-3%	-14
# Entry for Cn1nc(-c2ccc(Cl)cc2)c2cc(C(=O)N3CCN(C(=O)c4ccco4)CC3)sc21 : 8%	-4%	u	-9%	-1%	31
# Entry for Cc1sc(/N=C/c2c(O)ccc3ccccc23)c(C#N)c1C : x	-1%	-2%	-7%	x	x
# Entry for Cc1ccc(S(=O)(=O)/N=C(/Nc2ccc([N+](=O)[O-])cc2)c2ccccc2)cc1 : -5%	6%	-8%	-10%	5%	5

# Returning to the listing, starting 5 compounds before the break.
SMILES	HCV inhibitor	Giardia FBPA inh	AmpC detergent	Sm TGR block	AMA1-RON2 inh	HCMV inh
Cn1nc(-c2ccc(Cl)cc2)c2cc(C(=O)N3CCN(C(=O)c4ccco4)CC3)sc21	8%	-4%	u	-9%	-1%	31
Cn1nnnc1SCC(=O)c1ccc2c(c1)OCCO2	u	7%	10%	6%	-10%	17
Cc1sc(/N=C/c2c(O)ccc3ccccc23)c(C#N)c1C	x	-1%	-2%	-7%	x	x
Cc1ccc(S(=O)(=O)/N=C(/Nc2ccc([N+](=O)[O-])cc2)c2ccccc2)cc1	-5%	6%	-8%	-10%	5%	5
Cc1ccc(S(=O)(=O)N2CCN(S(=O)(=O)N3CCOCC3)CC2)cc1	8%	5%	u	0%	-3%	-14
C=CC[n+]1c(-c2ccc(C)cc2)csc1Nc1c(C)n(C)n(-c2ccccc2)c1=O	-27%	-8%	-14%	4%	-15%	u
CCN(CC)CCn1c(=S)[nH]c2cc(C(=O)N3CC(C)CC(C)C3)ccc2c1=O (configuration not stated)	17%	x	3%	4%	4%	-36
Cc1ccccc1OCc1nnc(SCC(=O)Nc2c(C)n(C)n(-c3ccccc3)c2=O)n1-c1ccccc1	-2%	1%	-17%	-20%	1%	0
CCOC(=O)Cc1nnc(Nc2cccc(C)c2)c2ccccc12	8%	3%	-3%	-6%	2%	18
O=S(=O)(Nc1ccccn1)c1ccc(C2CCCCC2)cc1	9%	10%	-13%	2%	u	116
O=C(c1ccccc1Cl)N1CCN(c2ccccn2)CC1	0%	2%	-13%	3%	-1%	-37
O=C(CSc1ncn[nH]1)c1cccc([N+](=O)[O-])c1	-29%	u	-8%	-17%	-8%	-27
CCOC(=O)c1c(NC(=O)CCN2CCOCC2)sc2c1CC(C)(C)OC2	u	1%	-1%	2%	0%	3
N#Cc1nnn(-c2cc(Cl)cc(Cl)c2)c1N	-11%	0%	u	8%	3%	27
COc1cccc(C(=O)NNC(=O)C(=O)Nc2ccc(C)cc2)c1	6%	-7%	5%	1%	81%[activator]	-36

# Going on with the list.
SMILES	HCV inhibitor	Giardia FBPA inh	AmpC detergent	Sm TGR block	AMA1-RON2 inh	HCMV inh
OCCC1CN(C/C(Cl)=C/c2ccccc2)CCN1C1CCCC1 (configuration not stated)	-6%	-1%	1%	0%	-10%	-33
COc1c(C(=O)NNC(=O)c2ccccc2Cl)csc1Br	22%	2%	5%	1%	75%[activator]	38
CN(N)N=Nc1nc2c([nH]1)c(=O)n(C)c(=O)n2C	21%	u	8%	-19%	62%[activator]	47
O=C(CN1CCCCC1)c1ccc(F)cc1	2%	0%	0%	1%	-7%	0
CC(=O)Nc1ccccc1-c1nnn(CC(=O)Nc2ccc3c(c2)OCCO3)n1	-1%	-5%	-2%	-11%	18%	27
CCOC(=O)C(O)(c1ccc(N(C)C(=O)COc2ccccc2)cc1)C(F)(F)F (configuration not stated)	0%	x	x	x	-11%	-2
COC(=O)Cc1c(C)c2ccc(OCC(=O)N(C)C3CCS(=O)(=O)C3)cc2oc1=O (configuration not stated)	0%	-3%	-7%	-3%	0%	-38
C#CCOCCOCCOCCNc1nc(N2CCN(C(=O)[C@H](CCCCN)n3cc(CN)nn3)CC2)nc(N2CCN(C(=O)[C@H](CCC(=O)O)n3cc([C@@H](N)CCCCN)nn3)CC2)n1	28%	x	x	x	21%	-27
O=C(Nc1ccc2c(c1)CCCN2C(=O)c1cccs1)c1ccc(F)c(F)c1	x	x	12%	-2%	x	u
C[C@@H]1CN([C@@H](C)CO)C(=O)c2cccc(NC(=O)C3CCOCC3)c2O[C@H]1CN(C)S(=O)(=O)c1ccc(Cl)cc1	16%	x	x	x	-2%	-22

# New compounds follow.
SMILES	HCV inhibitor	Giardia FBPA inh	AmpC detergent	Sm TGR block	AMA1-RON2 inh	HCMV inh
O=C(CN1C(=O)S/C(=C\c2ccccc2Cl)C1=O)NCCCn1ccnc1	1%	x	3%	-10%	5%	u
COc1ccc(CNC(=O)c2cc(-c3cccc(Cl)c3)on2)cc1	x	x	21%	8%	x	-9
O=C(CCN1CCN(c2ccccc2)CC1)N/N=C/c1ccc(O)c(O)c1O	u	u	-15%	x	u	u
COc1ccccc1N1CCN(C(=O)C(NS(=O)(=O)c2cccs2)c2ccccc2)CC1 (configuration not stated)	-30%	0%	-8%	-13%	-8%	26
COc1ccccc1NC(=O)c1cc(S(=O)(=O)N2CCCC2)cn1C	-13%	-3%	2%	6%	2%	26
CCOC(=O)C1CCN(Cc2nc3ccc(Cl)cc3n2CCO)CC1	5%	u	2%	3%	-3%	15
S=C(NC1CCCCC1)N1CCn2cccc2C1c1cccnc1 (configuration not stated)	-8%	-5%	2%	-18%	-7%	-32
CC(C)n1cc(CN2CCC(Oc3ccc(C(=O)N4CCCCC4)cc3)CC2)cn1	x	x	-2%	-8%	12%	-23
COc1ccc(C(=O)Nc2ccc3c(c2)nc(CCNC(C)=O)n3C)cc1	23%	2%	-9%	9%	0%	100
CC(C)OC(=O)c1ccc(COC(=O)CNC(=O)c2ccco2)cc1	-1%	-1%	u	27%	-8%	7

# New compounds follow:
SMILES	HCV inhibitor	Giardia FBPA inh	AmpC detergent	Sm TGR block	AMA1-RON2 inh	HCMV inh
O=C(Cc1c(O)c2ccccc2[nH]c1=O)NC1CCCCCC1	0%	0%	-12%	u	-5%	u
Cc1cccc(CC2(O)C(=O)Nc3ccccc32)n1 (configuration not stated)	4%	x	x	x	0%	-11
CCC(CC)C(=O)Nc1nc2c(s1)CC(C)CC2 (configuration not stated)	x	x	17%	0%	x	-5
COc1ccc(CC(=O)NCc2nnc(SCc3ccc(C)cc3)n2C)cc1	-28%	8%	-13%	1%	12%	-4
O=C(CSc1nnc(CNc2ccc(F)cc2)n1Cc1ccco1)N1CCOCC1	-3%	0%	3%	-6%	-20%	57
O=C(Nc1ccccc1Cl)Nc1cccc2cccnc12	-19%	-7%	u	8%	-4%	138
Cc1ccc(C(=O)N/C(=C\c2ccc(-c3ccccc3[N+](=O)[O-])o2)C(=O)NCCCN2CCOCC2)cc1	25µM*	x	6%	35µM*	-9%	35
COc1cccc(NC(=O)c2ccccc2SC)c1	-1%	-2%	-9%	15%	1%	-19
O=c1cc(O)c2sc(Nc3ccc(F)c(Cl)c3)nc2[nH]1	u	2µM*	4%	-1%	4%	-101*
Cc1cc(=O)nc2c3ccccc3n(C(C)C(=O)Nc3c(F)c(F)c(F)c(F)c3F)n12 (configuration not stated)	u	1%	-7%	-2%	0%	25

# Remaining list, next part
SMILES	HCV inhibitor	Giardia FBPA inh	AmpC detergent	Sm TGR block	AMA1-RON2 inh	HCMV inh
CC(=O)N1C(=O)C2(C(C#N)=C(N)Oc3n[nH]c(-c4ccccn4)c32)c2ccccc21 (configuration not stated)	11%	-19%	-8%	-21%	64%[activator]	86
COc1ccccc1C(=O)c1c(N)c(-c2nc(-c3ccccc3)cs2)c2ccccn12	x	x	13%	-1%	x	-11
COc1ccccc1-n1nnnc1SCC(=O)Nc1ccccn1	12%	0%	-8%	0%	1%	-16
COc1ccc(/C=C/C(=O)OCC(=O)NC(C)CCc2ccccc2)cc1OC (configuration not stated)	-6%	x	x	x	4%	23
CC1C/C(=N/N2C(=O)CSC2=S)CC(C)(C)C1 (configuration not stated)	2%	-4%	-1%	u	-10%	-70*
COc1cc(NC(=O)CCS(=O)(=O)c2ccc3c(c2)oc(=O)n3C)cc(OC)c1	7%	x	-5%	-33%	-16%	-15
O=C(c1cccs1)N1CCN(S(=O)(=O)c2cccs2)CC1	16%	4%	-17%	0%	-3%	u
CC(C(=O)N1CCCc2c1c(=O)oc1ccc(O)cc21)N1CCc2ccccc2C1 (configuration not stated)	1%	-11%	u	-21%	-8%	x
COc1ccc(N(C(=O)C(C)C)S(=O)(=O)c2cccc3cccnc23)cc1	-14%	-2%	u	-8%	-2%	-67*
O=C(COc1ccccc1F)Nc1ccc2c(c1)CCC2	0%	x	x	x	29%	85
Nc1ccccc1S(=O)(=O)C(F)F	-2%	-2%	-7%	-1%	-2%	-5
CN(C(=O)CCN1C(=O)C(C)(C)Nc2ccccc21)c1ccccc1	4%	-5%	3%	-1%	11%	-28
COC(=O)C1C/C(=N/NS(=O)(=O)c2ccc(C)cc2)CS1 (configuration not stated)	3%	x	-11%	13µM*	3%	-23
